Assay outcomes (PubChem)
GSIS activator – GLuc luminescence reporter in INS-1E cells, primary screen for activators of glucose-dependent secretion of insulin; actives 0.61% (n = 370,000); AID 743287, 2014; activation, % at 16.6 µM; INS-1E GLuc reporter insulin secretion, 2-3 h;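 active = lowest replicate activation of at least 40%, so every replicate reaches that level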;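 also: 0% = median of neutral control wells and 100% = median of IBMX positive control wells; some compounds called inactive have numbers as strong as hits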
PGC1a acetyl inh – inhibitors of PGC1a acetylation signal, primary screen, cell-based, U2OS, AlphaScreen, inhibitor mode. actives 0.17% (n = 350,000). inhibition, % at 15.6 µM. AlphaScreen anti-acetyl-lysine; with virally co-expressed GCN5 acetyltransferase;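 active = every replicate shows inhibition of at least 40%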;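 also: 0% = neutral control wells and 100% = positive control wells; some results beyond the cut were filed as inactive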
Cneo AK release – Cryptococcus neoformans cell lysis inducers, primary screen, AK release luminescence, single concentration. AID 651654, 2012. lysis activity, % at 15 µM. actives 0.2% (n = 360,000). C. neoformans lysis, adenylate kinase release luminescence, 4 h; normalised: neutral wells 0, clomiphene wells 100;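 active = mean lysis activity across replicates of at least 80%, whatever share of replicates individually reach that level; inactive = mean lysis activity below 80%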
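Material – log-phase Cryptococcus neoformans yeast cells · Input – 5 × 10^6 yeast cells/mL · Medium – fresh YPD growth medium · Doses – single compound concentration per well · Timing – static 4 h at 37 °C with compound, 1 h detection · Detection – adenylate kinase release luminescence · Read-out – signal increase indicating cell lysis · Control set – Clomiphene as positive lysis control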
PglD inh – C. jejuni PglD acetyltransferase inhibitors, primary screen, biochemical, DTNB colorimetric, single point; UDP-N-acetylbacillosamine N-acetyltransferase PglD (Campylobacter jejuni); purified PglD enzyme, DTNB colorimetric CoA detection; inhibition, % at 12.5 µM; actives 0.098% (n = 360,000); in the data active = inhibition above about 16%, passing the limit was not always enough; also: strong numbers were not always called active
FN deposition inh – inhibitors of fibronectin matrix deposition, primary screen, AH1F cells, Alexa488-fibronectin fluorescence, plate reader; AH1F fibroblasts, overnight; inhibition, % at 12.6 µM; actives 0.086% (n = 350,000); AID 743247, 2014;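 active = mean inhibition across replicates of 30% or more, regardless of how many single replicates reach that level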;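 also: positive control wells lacked labelled fibronectin entirely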
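material = AH1F fibroblast monolayer depositing Alexa488-labelled fibronectin into matrix | amount = 10000 AH1F cells/well | buffer or medium = DMEM plus 2% serum, read in PBS | incubation = 1 h cell adhesion before compound, then overnight fibronectin incubation | detection = fluorescence at 485 nm excitation, 525 nm emission | evaluation = percent inhibition as loss of matrix-bound fibronectin fluorescence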
Statin myotox sup – suppressors of statin myotoxicity in C2C12 myotubes, primary screen, cell-based, single point, plate reader; C2C12 myotubes + simvastatin, ATP luminescence, 48 h; scaled: DMSO 0, geranylgeraniol control 100; rescue of ATP level, % at 7.49 µM; actives 0.78% (n = 330,000);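 active = mean ATP rescue above about 67%, or every replicate alone reaching that limit, limit read from the data, passing the limit was not always enough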;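 also: myotubes were challenged with 10 µM simvastatin during compound exposure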
miR122 inh – miR-122 Renilla sensor signal increase in Huh7, primary screen, miR-122 inhibitor project, cell-based, single point, plate reader; Huh7 miR-122 Renilla luciferase sensor, 48 h; neutral wells = 0, positive control = 100; activation (reporter increase), % at 12.5 µM; actives 0.3% (n = 340,000); AID 602342, 2012;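 active = mean replicate activation score at least 90 and every replicate individually at or above 90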;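 also: higher luciferase means less miR-122 activity so hits act as miR-122 inhibitors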
F508del corr – F508del CFTR correction, initial screen, CFBE line, single point; AID 720511, 2013; actives 0.36% (n = 350,000); CFBE cells, YFP halide quenching; stimulated with forskolin plus potentiator P3; % fluorescence drop versus neutral controls; activity (quench increase), % at 7.58 µM;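 active = mean added fluorescence quench of at least 8% versus neutral control, with both replicates also reaching 8%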;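 also: cells transiently co-express mutant CFTR-F508del with the halide-sensitive YFP; corrector assay measuring rescue of mutant channel to the surface after 24 h compound exposure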
Active calls of the source: *; / = no result given; [ ] = dose if it differs, or a comment.

Compound	GSIS activator	Cneo AK release	Statin myotox sup	F508del corr	miR122 inh	PglD inh	FN deposition inh	PGC1a acetyl inh
Cc1ccc(Oc2ccc(S(=O)(=O)N3CCOCC3)cc2C(N)=O)cc1C	-2.8	8.9	3.0	-1.6	/	-0.1	/	/
Clc1cccc(Cc2c(-c3ccccc3)nc3ccc(Br)cn23)c1	-5.7	1.6	5.3	-2.4	0.1	2.1	-4.2	4.4
O=S1(=O)CC(N2CCN(c3ncccn3)CC2)CN1Cc1ccc(F)cc1 (stereo unspecified)	34.6	1.6	0.8	2.2	1.1	-8.0	-9.5	-0.6
CCN(CC)C(=S)SCC(=O)Nc1ncc2c(n1)CCCC2=O	-2.1	-0.6	2.3	-0.3	-5.0	6.6	-5.4	6.4
O=C(Nc1nnc(CSCc2ccc(F)cc2)s1)c1ccc([N+](=O)[O-])cc1	17.0	2.8	/	/	-5.9	-3.8	/	8.4
CO[C@H]1CN(C)C(=O)c2ccc(NC(C)=O)cc2OC[C@H](C)N(Cc2cncnc2)C[C@H]1C	-1.4	/	1.5	-3.9	/	/	15.8	1.4
CC1=C(C(=O)N(C)C)CC(CC(=O)NCc2cccc3ccccc23)C(=O)N1Cc1ccc(C(C)(C)C)cc1 (stereo unspecified)	-16.7	-1.5	-12.1	-2.2	-0.3	3.6	-3.1	-8.5
O=C(C[C@H]1C=C[C@H](NC(=O)NC2CCCCC2)[C@@H](CO)O1)NCc1ccc(Cl)cc1	/	5.6	2.6	-0.5	/	1.4	/	11.5

Next section, overlapping the part above by 4 compounds.
Compound	GSIS activator	Cneo AK release	Statin myotox sup	F508del corr	miR122 inh	PglD inh	FN deposition inh	PGC1a acetyl inh
O=C(Nc1nnc(CSCc2ccc(F)cc2)s1)c1ccc([N+](=O)[O-])cc1	17.0	2.8	/	/	-5.9	-3.8	/	8.4
CO[C@H]1CN(C)C(=O)c2ccc(NC(C)=O)cc2OC[C@H](C)N(Cc2cncnc2)C[C@H]1C	-1.4	/	1.5	-3.9	/	/	15.8	1.4
CC1=C(C(=O)N(C)C)CC(CC(=O)NCc2cccc3ccccc23)C(=O)N1Cc1ccc(C(C)(C)C)cc1 (stereo unspecified)	-16.7	-1.5	-12.1	-2.2	-0.3	3.6	-3.1	-8.5
O=C(C[C@H]1C=C[C@H](NC(=O)NC2CCCCC2)[C@@H](CO)O1)NCc1ccc(Cl)cc1	/	5.6	2.6	-0.5	/	1.4	/	11.5
O=C(Nc1cc(C(F)(F)F)ccc1N1CCCC1)c1cccnc1	/	-1.4	5.1	/	9.2	1.0	-16.4	-6.0
COc1ccc(-c2cc(C(=O)Nc3nc4ccccc4s3)c3ccccc3n2)cc1OC	-0.4	/	2.0	/	-3.2	/	11.1	-8.1
C[C@H]1CN([C@@H](C)CO)C(=O)CCCn2nncc2CO[C@H]1CN(C)Cc1ccc(O)cc1	19.4	6.4	18.6	-2.1	-1.9[16.7 µM]	-2.3	-2.5	-8.7
Cc1nnsc1NC(=O)OCC(C)C	/	5.6	5.0	/	-3.0	-4.6	/	-3.2
CC1=C(C(N)=O)C(c2ccccc2[N+](=O)[O-])n2ncnc2N1 (stereo unspecified)	23.9	1.7	1.4	-3.5	8.6	3.1	-8.9	0.4
Cc1noc(C)c1S(=O)(=O)N1CCCC(C(=O)NCCc2ccc(Cl)cc2)C1 (stereo unspecified)	/	0.6	-7.8	/	-2.0	-0.3	/	-7.9
C=CCC[C@H](Cc1ccc(F)cc1)C(=O)OC[C@H](C)NC(=O)[C@H](CC=C)CC(=O)N(CCO)Cc1ccccc1	-36.9	0.7	-3.4	0.5	-11.9	-1.4	-9.2	4.6
CC1Oc2ccccc2N(CC(=O)N2CCc3ccccc32)C1=O (stereo unspecified)	9.5	-0.4	4.2	/	4.7	9.7	-4.8	6.1

Overlap with the part before: 2 compounds; new compounds follow.
Compound	GSIS activator	Cneo AK release	Statin myotox sup	F508del corr	miR122 inh	PglD inh	FN deposition inh	PGC1a acetyl inh
C=CCC[C@H](Cc1ccc(F)cc1)C(=O)OC[C@H](C)NC(=O)[C@H](CC=C)CC(=O)N(CCO)Cc1ccccc1	-36.9	0.7	-3.4	0.5	-11.9	-1.4	-9.2	4.6
CC1Oc2ccccc2N(CC(=O)N2CCc3ccccc32)C1=O (stereo unspecified)	9.5	-0.4	4.2	/	4.7	9.7	-4.8	6.1
COc1ccc(C2Nc3ccc(Br)cc3C(c3ccccc3)N2CC(=O)O)cc1 (stereo unspecified)	10.4	-3.3	9.8	-3.9	4.0	-6.0	-11.4	5.2
CC(=O)N(C)C[C@H]1Oc2cc(-c3cncnc3)ccc2S(=O)(=O)N([C@@H](C)CO)C[C@@H]1C	10.1	2.1	-2.5	3.0	4.3[16.7 µM]	-2.4	3.1	12.5
CCOc1ccccc1NC(=O)COC(=O)Cc1ccc(-c2ccccc2)cc1	-9.4	0.2	/	/	-0.8	5.1	-1.7	1.9
C[C@H]1CN([C@@H](C)CO)C(=O)c2cc(NC(=O)Nc3cccc4ccccc34)ccc2O[C@@H]1CN(C)C(=O)Nc1cccc2ccccc12	15.2	0.3	10.5	-3.3	0.9[16.7 µM]	-0.6	/	6.2
O=C(NCc1ccncc1)Nc1ccc(Cc2ccc(NC(=O)NCc3ccncc3)cc2)cc1	/	-2.3	-3.8	-4.5	/	0.5	-1.5	16.4
Cc1ccc(N2CCN(c3ccc(C)cc3)C2c2ccccn2)cc1	-30.1	0.1	64.6	-0.6	/	-3.8	/	-5.7
CCN1CCCC1CNC(=O)C(=O)NC(C)C (stereo unspecified)	-7.3	/	/	-1.4	/	/	4.6	3.5
Cc1cccc(NC(=O)c2cccnc2)c1	/	-1.1	6.6	/	-3.4	4.6	/	4.3
O=C(NC1=NCCS1)c1cccc(S(=O)(=O)N2CCc3ccccc32)c1	-2.3	/	/	-0.3	/	/	-3.0	-0.5
O=S(=O)(N[C@@H]1CC[C@@H](CCn2cc(-c3cccnc3)nn2)O[C@H]1CO)c1ccc(F)cc1	-13.0	-2.8	-3.1	2.5	/	0.4	/	5.8
O=C(Cc1cccs1)NCc1cccc(CNC(=O)Cc2cccs2)c1	2.2	1.9	8.5	-0.7	1.8	-0.4	9.9	5.4
O=C(COC(=O)c1ccc(Cl)c(S(=O)(=O)N2CCCC2)c1)NCc1ccccc1	/	8.5	-0.7	0.4	-10.9	0.0	6.3	-9.6
Cc1c(C(=O)N2CCCC2)c(S(=O)(=O)Nc2cccc(Br)c2)c(C)n1C	-2.3	3.8	3.5	0.0	50.3	16.4	-3.8	-10.0
C[C@@H](NC(=O)C[C@H]1CC[C@@H]2[C@H](COc3ccc(NS(=O)(=O)c4ccc(Cl)cc4)cc3C(=O)N2C)O1)c1ccccc1	-1.2	2.4	36.4	-0.1	0.0[16.7 µM]	-3.6	-5.4	1.1
Cc1ccc(C(=O)N2CCCC(N3CCN(c4ccccc4F)CC3)C2)s1 (stereo unspecified)	-17.9	-0.5	-4.9	-7.3	-9.2	8.7	0.8	-7.8
CSc1ccc(-c2nc(CSCC(=O)NC3CC3)c(C)o2)cc1	11.7	0.5	-0.7	-1.7	-3.3	-0.7	4.5	3.0
CSc1c[n+]2c(n1C)CCC2	10.4	0.0	4.6	/	-6.7	0.4	/	12.7
Cc1ccc(NS(=O)(=O)c2ccc(NC(=O)[C@@H]3CCCC[C@@H]3C(=O)O)cc2)c(C)c1	/	4.0	-6.9	/	1.4	/	/	8.7
CC1CCC2(CC1)NC(=O)N(CC(=O)NC1CCCCC1C)C2=O (stereo unspecified)	1.7	-0.7	-0.2	-5.1	-8.6	-1.9	0.8	4.6
O=C(CNCC1CCCCC1)Nc1ccc(OC(F)(F)F)cc1	-17.0	3.9	1.7	1.5	-7.7	3.8	-6.0	2.8
NC(=S)N=Nc1c(O)[nH]c2ccccc12	16.6	-0.8	/	/	-3.5	-5.8	/	/
COc1ccc(N2CC(C(=O)Nc3ccc4c(c3)OCCO4)CC2=O)cc1 (stereo unspecified)	18.4	-0.4	-3.5	0.4	-15.7	-2.7	-0.7	/
COc1ccc(-c2cc(-c3ccc(C)cc3)n[nH]2)c(O)c1	-29.8	-4.2	18.6	-0.8	4.1	2.7	-3.0	-6.5
COc1ccc(OCCN2CCN(C3CC(=O)N(CCC(C)C)C3=O)CC2)cc1 (stereo unspecified)	/	3.3	/	/	4.2	0.0	-5.4	/
COc1cccc(C(=O)Nc2ccc(C(F)(F)F)n(C)c2=O)c1	4.2	-0.4	0.6	/	1.5	-6.9	/	-2.1
COc1cccc(CN(C)C(=O)CSc2nc3ccccc3[nH]2)c1OC	1.5	-3.4	26.3	-0.7	-0.5	-11.3	-10.7	0.5
C[C@@H]1CCCCO[C@@H](CN(C)C(=O)Nc2ccc3c(c2)OCO3)[C@H](C)CN([C@@H](C)CO)C(=O)c2cc(NC(=O)Nc3ccccc3)ccc2O1	9.9	58.1	/	-1.1	-10.7[16.7 µM]	-0.3	1.7	-8.2
O=C1CCN(Cc2ccccc2)S(=O)(=O)c2c(F)cc(F)cc21	-25.6	-0.8	-15.3	2.6	41.9	-3.6	16.3	-7.5
O=C(O)[C@H](Cc1ccccc1)NC(=O)N1CCC(Cc2ccccc2)CC1	12.4	-0.9	-11.4	-0.4	-0.3	-5.5	-8.0	4.7
CNC[C@@H]1Oc2ccc(NC(=O)C3CCCCC3)cc2CC(=O)N([C@H](C)CO)C[C@H]1C	0.5	-1.4	-0.8	2.6	-1.7[16.7 µM]	0.6	6.4	3.6
C[C@H]1CN([C@@H](C)CO)C(=O)c2cc(NC(=O)Nc3ccccc3)ccc2O[C@H]1CN(C)C(=O)NC1CCCCC1	-3.1	0.0	-7.4	0.4	0.8[16.7 µM]	2.3	/	-0.8
COc1ccc2nc(Nc3nc(C)c(CCC(C)C)c(=O)[nH]3)nc(C)c2c1	-4.3	-0.2	-62.0	/	-8.1	-6.4	-1.5	-4.4
O=C(O)CCCN=C1NC2(CCCC2)Cc2ccccc21	/	-1.4	/	/	-6.9	-1.5	/	5.2
Cc1ccc(C)c(NC(=O)CSc2cccc3cccnc23)c1	3.6	-2.6	-4.7	0.6	6.9	-1.9	5.3	-17.1
COc1cccc(CC2(CO)CCCN(Cc3ccc(OC)c(C)c3OC)C2)c1 (stereo unspecified)	-12.4	2.6	6.8	-1.8	-10.7	-6.7	-0.6	-9.6
CCc1sc(C(=O)Nc2nc(C)cs2)cc1C	-11.9	-2.3	-14.0	-1.5	-0.7	2.4	0.7	/

An unsorted share of the library, and some 2.1% of all compounds hit somewhere here.
